Compound activity from PubChem.
FBW7 act: human FBW7 E3 ligase activation, primary screen. Q969H0. AlphaScreen FBW7–phospho-cyclin E peptide binding, activator screen. normalized activity (activation), % at 26.1 µM. actives 0.13% (n = 650,000); in the data active means normalized activity above about 1.9%;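 further: purified mutant Fbw7 with reduced substrate affinity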
GPR151 activ: human GPR151 activation. PathHunter beta-arrestin GPR151 cells, luminescence. activation, % at 11.2 µM. actives 1% (n = 650,000). AID 1508602; in the data active means activation above about 4.9%;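 further: 0% = median of compound wells and 100% = cells with positive control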
Target sequence (Q8TDV0 whole entry, looked up): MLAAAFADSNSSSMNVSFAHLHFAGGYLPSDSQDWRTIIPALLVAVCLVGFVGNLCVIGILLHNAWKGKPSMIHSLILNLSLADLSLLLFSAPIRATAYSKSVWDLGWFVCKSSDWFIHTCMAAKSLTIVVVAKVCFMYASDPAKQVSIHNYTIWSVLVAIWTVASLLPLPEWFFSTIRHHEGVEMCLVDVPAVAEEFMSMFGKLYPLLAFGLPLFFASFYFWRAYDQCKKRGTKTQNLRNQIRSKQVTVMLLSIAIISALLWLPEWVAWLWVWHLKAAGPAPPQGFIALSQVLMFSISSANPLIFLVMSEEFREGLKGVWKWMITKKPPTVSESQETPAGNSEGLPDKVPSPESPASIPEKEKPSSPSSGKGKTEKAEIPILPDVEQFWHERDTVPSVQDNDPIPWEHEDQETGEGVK
MITF primary: blocks human microphthalmia-associated transcription factor | O75030 | AlphaScreen MITF homodimerization, bead proximity signal | inhibition, % at 2.6 µM | actives 0.91% (n = 650,000) | AID 1259374; in the data active means inhibition above about 50%;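 further: 0% = vehicle wells with protein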
Target sequence (O75030 whole entry, looked up): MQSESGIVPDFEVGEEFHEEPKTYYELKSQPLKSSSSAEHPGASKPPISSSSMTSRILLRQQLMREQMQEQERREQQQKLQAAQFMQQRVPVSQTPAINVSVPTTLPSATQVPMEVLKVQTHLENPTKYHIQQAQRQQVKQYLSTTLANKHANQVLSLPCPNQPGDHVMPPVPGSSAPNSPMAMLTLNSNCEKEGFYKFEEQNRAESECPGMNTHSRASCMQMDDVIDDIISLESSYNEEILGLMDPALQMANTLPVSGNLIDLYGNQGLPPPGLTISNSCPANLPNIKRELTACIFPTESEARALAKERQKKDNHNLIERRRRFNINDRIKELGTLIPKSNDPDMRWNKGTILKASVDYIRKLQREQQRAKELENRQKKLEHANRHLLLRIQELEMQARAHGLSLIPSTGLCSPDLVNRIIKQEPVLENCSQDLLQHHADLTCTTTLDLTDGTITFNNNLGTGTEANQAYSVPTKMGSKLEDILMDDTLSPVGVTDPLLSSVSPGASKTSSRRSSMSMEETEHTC
TEAD-YAP block: TEAD-YAP interaction inhibition. HEK-TIYL cells, TEAD-Gal4/YAP UAS-luciferase luminescence. inhibition, % at 9.12 µM. actives 1.4% (n = 640,000). AID 1259422; in the data active means inhibition above about 32%;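 further: 0% = median of test compound wells and 100% = reference inhibitor wells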
* = called active by the depositor.

Results follow in this order: FBW7 act | GPR151 activ | MITF primary | TEAD-YAP block
> CC(C)N(CCNc1cc(-c2ccc(C(=O)N3CCN(C)CC3)cc2)ncn1)C(C)C
  0.6 | 2.1 | 14 | 13
> CCn1nc(C)c(CN2CCC(n3nccc3NC(=O)c3ccccc3OC)CC2)c1C
  0.5 | 1.7 | 1 | -26
> c1ccc(CSc2nn3cnnc3s2)cc1
  -0.2 | 0.1 | -8 | 58*
> Cc1oc(-c2cccs2)nc1CSCC(=O)NCc1ccccc1Cl
  -0.1 | 1.0 | 8 | 14
> O=[N+]([O-])c1ccc(/C=N/C(=S)NNc2ccccc2)o1
  0.2 | -0.1 | 20 | -2
> CCOc1ccc(OC(C)(C)C(=O)O)cc1
  0.0 | 0.9 | 0 | 3
> COCCCN1C(=S)N(c2ccc(OC)cc2)C(=O)C1CC(=O)Nc1ccc(F)cc1 (centres undefined)
  0.0 | 0.6 | -8 | 1
> CSCCC1C(C#N)=C(N)Oc2n[nH]c(-c3cccs3)c21 (centres undefined)
  -0.6 | -0.6 | 1 | 1
> Cc1sc2nc(C)n3c(=O)[nH]nc3c2c1C
  0.2 | -0.8 | 3 | 12
> O=C1c2cc(N3CCC4(CC3)OCCO4)c([N+](=O)[O-])cc2C(=O)N1c1cccc2c1CCCC2
  0.0 | -1.0 | -9 | 3
> C=CCNC(=O)C(C)N1C(=O)c2cccc3cccc1c23 (centres undefined)
  -0.1 | 0.5 | -1 | -3
> O=C(NCc1nnc(SCC(=O)N2N=C(c3cccs3)CC2c2ccc(F)cc2)n1-c1cccc(Cl)c1)c1ccco1 (centres undefined)
  -0.1 | 1.8 | -5 | 12
> O=C(NC1CC1)c1ccc2nc(Nc3ccncc3)sc2c1
  -0.1 | 0.4 | 12 | -7
> COc1cccc(C2NC(=S)NC(C)=C2C(=O)Nc2ccc(C)cc2)c1 (centres undefined)
  0.0 | -0.7 | 5 | 4
> Cc1ccc(C)c(OCc2cc(C(=O)N3CCN(c4ncccn4)CC3)no2)c1
  0.0 | -0.6 | 6 | -21
> COc1ccc(C(=O)Oc2cc(OC)ccc2C(C)=O)cc1
  0.9 | 2.5 | 14 | 5
> Cc1sc2ncn(CC(=O)Nc3ccc(Oc4ccccc4)cc3)c(=O)c2c1S(=O)(=O)N1CCOCC1
  0.6 | -1.0 | -9 | -8
> Fc1ccc(C2CCN(Cc3cccnc3)CC2)cc1
  -0.1 | -0.2 | 53* | -2
> COc1ccc(C(C)(C)C)cc1S(=O)(=O)N1CCN(c2nc(C)cc(N(C)C)n2)CC1
  0.2 | 0.5 | 13 | -4
> Cc1cc(C)c2c(n1)nn1c(Nc3ccc4c(c3)OCO4)cc(C)nc21
  0.1 | -0.3 | 6 | 2
> CCOc1ccc2oc(=O)cc(CN3CCN(c4ncccn4)CC3)c2c1
  -0.2 | 1.2 | 7 | 2
> COC(=O)c1ccc(/C=C(\C#N)C(=O)Nc2ccc([N+](=O)[O-])cc2Br)cc1
  0.8 | 0.9 | 13 | 9
> COc1cccc2c1NC(c1cccc3ccccc13)C1CC=CC21 (centres undefined)
  -0.2 | -1.4 | 14 | -2
> COc1ccc2c(c1)C=C(CN1CCc3nc(N4CCCC(C)C4)[nH]c(=O)c3C1)CO2 (centres undefined)
  0.5 | -0.5 | 9 | 14
> C#CCOc1cc(Br)c(CNCCO)cc1OC
  1.0 | -1.5 | -15 | -7
> COc1ccc(NC(=O)CN(c2ccccc2C)S(=O)(=O)c2ccccc2)cc1OC
  0.7 | -0.4 | 0 | 16
> Cc1nc2ccc(Br)cc2c(-c2ccccc2)c1C(=O)/C=C/c1cn(-c2ccccc2)nc1-c1ccccc1
  0.0 | -0.8 | -3 | 0
> CCCN(c1nc(C)c(Br)c(OC)n1)S(=O)(=O)c1ccc(C)cc1
  0.0 | 0.3 | -6 | -7
> COc1ccccc1NC(=O)NCCc1ccc2c(c1)CCCN2C
  -0.4 | -0.4 | 9 | 2
> O=C(NCC(O)c1ccccc1)C1CC(=O)N(c2ccc(Br)cc2)C1 (centres undefined)
  0.9 | 0.0 | -9 | 2

Compound profiles (already shown). Values in the order: FBW7 act, GPR151 activ, MITF primary, TEAD-YAP block
Profile of `Cc1nc2ccc(Br)cc2c(-c2ccccc2)c1C(=O)/C=C/c1cn(-c2ccccc2)nc1-c1ccccc1` → 0.0, -0.8, -3, 0
Profile of `CCOc1ccc(OC(C)(C)C(=O)O)cc1` → 0.0, 0.9, 0, 3

(cont.)
Results follow in this order: FBW7 act | GPR151 activ | MITF primary | TEAD-YAP block
> CCOC(=O)CNS(=O)(=O)c1cc(-c2nnc(Nc3ccc(Br)cc3)c3ccccc23)ccc1C
  0.4 | -0.1 | 11 | -1
> CC(NC(=O)c1cc2n(n1)C(C(F)(F)F)CC(c1ccccc1)N2)c1ccccc1 (centres undefined)
  -0.1 | 0.5 | -5 | 10
> CN(C(=O)C1CC1)c1nc(-c2ccc(Cl)cc2)cs1
  -0.2 | 0.0 | 8 | -18
> COc1cc(/C=N/NC(=O)C(=O)NCc2ccco2)ccc1O
  0.0 | -0.1 | -13 | -1
> NNC(=O)c1cccc(S(=O)(=O)N2CCCC2)c1
  0.0 | -2.1 | -1 | -5
> c1cn(-c2ccc(Nc3nccc(NCCN4CCOCC4)n3)cc2)cn1
  0.1 | -0.8 | 12 | 8
> CN(Cc1cnccn1)Cc1nc(-c2cccc(Cl)c2)no1
  -0.1 | -1.2 | -7 | -21
> CCOC(=O)c1cc2c(=O)n3ccccc3nc2n(CC(C)C)c1=NC(=O)c1cccc(Cl)c1
  0.0 | -1.0 | -2 | 12
> CNC(=O)CN(C1CCCCC1)S(=O)(=O)c1ccc(OC)c(Cl)c1
  -0.1 | 0.5 | 6 | 15
> CCn1nc(C)cc1C(=O)N(CC1CCCO1)c1nc2cc(C)cc(C)c2s1 (centres undefined)
  0.2 | -1.7 | 14 | 41*
> CCCCNC(=O)CSc1nc2ccccc2c(=O)n1Cc1ccco1
  0.1 | -1.9 | -18 | 13
> CN(CC(=O)NCc1ccc(Cl)cc1)S(=O)(=O)c1ccccc1
  -0.2 | -1.6 | -6 | -1
> COc1cccc(C2=N/C(=C\c3ccccc3OC)C(=O)N2c2ccccc2Cl)c1
  -0.1 | 1.7 | -8 | 2
> CCOC(=O)C1=C(C)N=c2s/c(=C\c3cccc(OCc4ccc(Cl)cc4)c3)c(=O)n2C1c1ccc(OC)cc1 (centres undefined)
  0.2 | -2.2 | 9 | -8
> Cc1ccc(Cn2nnc3c(=O)[nH]c(C4CCCN(S(C)(=O)=O)C4)nc32)cc1 (centres undefined)
  0.1 | 1.1 | 18 | 1
> Cc1ccc(C)c(N(C)C(=O)CCS(=O)(=O)c2cccc3nonc23)c1
  0.5 | -1.2 | 10 | 5
> CN(Cc1ccccc1)C(=O)c1nn2c(C(F)(F)F)cc(-c3cccs3)nc2c1Cl
  -0.3 | 1.2 | 1 | -5
> COc1cccc(CNC(=O)c2c[nH]c3cc(-c4ccncc4)ccc23)c1
  -0.2 | 0.0 | 3 | -10
> CCOC(=O)c1ccccc1NC(=O)CCCOc1ccc(Cl)cc1
  0.1 | 0.3 | -8 | -3
> CCc1cc(CNC(=O)CC2C(=O)NCCN2Cc2ccc(F)cc2)on1 (centres undefined)
  0.0 | 0.1 | 12 | 12
> COc1ccc(C(C)=O)cc1CSc1nnnn1-c1cccc2ccccc12
  -0.1 | 0.3 | 1 | -4
> Cc1cc2cc(CN(C(=O)N3CCOCC3)C3CCCC3)c3nnnn3c2cc1C
  0.3 | 0.3 | -3 | -17
> NC(=O)COC(=O)C1Cc2ccccc2CN1S(=O)(=O)c1ccccc1F (centres undefined)
  -0.1 | 0.7 | 11 | 3
> c1ccc(-c2nc3c4ccccc4nc(NCc4ccco4)n3n2)cc1
  0.0 | 0.4 | -5 | 12
> Cc1ccccc1NC(=O)CC(C)S(=O)(=O)c1cc2c(cc1C)NC(=O)CO2 (centres undefined)
  -0.2 | 1.8 | 8 | -7
> CC(O)CNc1nc2c(c(=O)n(C)c(=O)n2C)n1Cc1cccc(Br)c1 (centres undefined)
  -0.1 | 0.6 | -2 | 8
> Cc1cc(Cl)ccc1NC(=O)CN(c1ccc(C(C)C)cc1)S(C)(=O)=O
  0.0 | 0.0 | 3 | -4
> CCO/N=C1/CC(C)(C)Cc2n[nH]c(C)c21
  1.0 | -1.2 | 9 | -7
> Cc1cccc(OCC(=O)Nc2ccc3c(C)cc(=O)oc3c2)c1
  -0.3 | -0.3 | -1 | 12
> COCCCNC(=O)CNC(=O)c1nn(-c2ccc(OC)cc2)c(=O)c2ccccc12
  0.1 | 1.1 | 22 | 6

New compounds follow.
Compound,FBW7 act,GPR151 activ,MITF primary,TEAD-YAP block
O=C(O)c1c2c(nc3ccc(Cl)cc13)CCC2,0.0,2.6,12,6
CCOc1ccc(S(=O)(=O)N/N=C(\C)c2ccc3ccccc3c2)cc1,0.2,1.2,7,0
NC(=O)c1ccc(NC(=O)CN2CCN(S(=O)(=O)c3cccc([N+](=O)[O-])c3)CC2)cc1,0.2,-1.2,17,10
O=C1N/C(=C\c2ccc(N3CCCCC3)cc2)C(=O)N1Cc1ccc(F)cc1,0.1,1.6,6,-9
CSCC(CNC(=O)/C(=C\c1ccc2c(c1)OCO2)NC(=O)c1ccccc1)C(=O)O (centres undefined),0.4,-0.1,4,6
CC(C)CCC1(C2CCN(Cc3ccoc3)CC2)NC(=O)N(CCN(C)C)C1=O (centres undefined),0.3,-1.5,3,6
COc1ccc(C2C(C#N)=C(N)Oc3cc(N)ccc32)cc1Br (centres undefined),-0.4,7.6*,4,-8
Cc1sc2ncn(CC(=O)NCc3ccc(F)cc3)c(=O)c2c1S(=O)(=O)N1CCOCC1,0.0,0.2,6,2
Cc1ccc(C(=O)C2CCN(CC(=O)Nc3ccc(Cl)cc3)CC2)cc1,0.0,1.1,3,6
COc1ccc(S(=O)(=O)n2c(SCC(=O)Nc3ccc(Oc4ccccc4)cc3)nc3ccc(OC)cc32)cc1,0.6,-0.7,12,-6
Cc1ccc(C2CC(c3cccs3)=NN2C(=O)CSc2nnc(CNC(=O)c3ccco3)n2-c2cccc(C(F)(F)F)c2)cc1 (centres undefined),-0.1,-0.6,-5,-6
COc1cc(C(=O)N(C(C)C)C(C)C)cc(OC)c1OC,-0.1,-0.2,-2,2
CN(C)S(=O)(=O)c1ccc(C(=O)OCCCC(=O)c2cccs2)cc1,0.2,2.8,-5,2
Cc1ccc(N2CC(C(=O)Nc3cc(C(F)(F)F)ccc3Cl)CC2=O)cc1C (centres undefined),1.2,-1.7,7,7
CCOc1ccc(CN2CCNC(=O)C2CC(=O)NCCc2ccccn2)cc1 (centres undefined),0.0,-0.3,4,-15
CCOC(=O)N1CCN(S(=O)(=O)c2c(C)[nH]c(=O)[nH]c2=O)CC1,0.3,-1.0,-7,-7
CC(=O)Oc1ccccc1-c1nc2s/c(=C\c3cn(-c4ccccc4)nc3-c3ccc(F)cc3)c(=O)n2n1,-0.1,0.2,-10,0
O=C(O)C1CC=CCC1C(=O)NCc1cccnc1 (centres undefined),0.1,-0.3,-2,3
Cc1ccc(C(C)(C)C)cc1SCC(=O)Nc1sccc1C(N)=O,0.0,1.2,-4,1
O=C(NC(=S)NNS(=O)(=O)c1ccccc1)c1cccnc1,0.7,-1.3,5,8
CCOC(=O)c1c(C)n(C)c2ccc(OCC(O)CNC)cc12 (centres undefined),0.0,0.0,14,-4
CC1(C)N=C(c2ccccc2)C(=O)N1CC(=O)Nc1ccc(F)cc1,0.1,-0.8,6,13
Cc1ncsc1CCOC(=O)C12CC3CC(CC(C3)C1)C2,0.1,1.0,5,-7
CCOC(=O)N1CCC(Nc2c(-c3ccc(C)cc3)c(=O)c2=O)CC1,-0.1,0.8,-9,-13
N#CC1=C(N)C(C#N)(C#N)[C@@H](c2ccccc2Cl)[C@@H]2CCCC=C12,-0.1,3.3,-3,-9
CCOc1ccc(N2C(=O)NC(=O)/C(=C\c3cc(Cl)ccc3OCC(=O)O)C2=O)cc1,-0.1,0.5,1,1
O=C(COC(=O)c1ccccc1[N+](=O)[O-])c1ccccc1Cl,0.1,-1.5,12,34*
CCOc1ccc(NC2=NCCC2)cc1,-0.1,0.2,7,7
COc1ccc(C(=O)COC(C)=O)cc1OC,0.0,-0.7,-1,4

Laid out differently: entries from further up.
Cc1ncsc1CCOC(=O)C12CC3CC(CC(C3)C1)C2
  FBW7 act: 0.1 | GPR151 activ: 1.0 | MITF primary: 5 | TEAD-YAP block: -7

CCOC(=O)N1CCC(Nc2c(-c3ccc(C)cc3)c(=O)c2=O)CC1
  FBW7 act: -0.1 | GPR151 activ: 0.8 | MITF primary: -9 | TEAD-YAP block: -13

N#CC1=C(N)C(C#N)(C#N)[C@@H](c2ccccc2Cl)[C@@H]2CCCC=C12
  FBW7 act: -0.1 | GPR151 activ: 3.3 | MITF primary: -3 | TEAD-YAP block: -9

CCOc1ccc(N2C(=O)NC(=O)/C(=C\c3cc(Cl)ccc3OCC(=O)O)C2=O)cc1
  FBW7 act: -0.1 | GPR151 activ: 0.5 | MITF primary: 1 | TEAD-YAP block: 1
